Htt clearance = clearance of mutant huntingtin inclusions, primary screen, imaging, HeLa Exon1htt(103Q)mCFP, confocal imaging; aggregate imaging; zero = plate's median compound well; inhibition, % at 1.5 µM; 47,000 compounds, 0.42% hits; AID 853, 2007;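 active = inhibition of aggregate fluorescence above about 70%, also judged a hit by eye on the cell image, limit read from the data, passing the limit was not always enough; inconclusive = no rule stated for this call; inactive = not judged a hit on image review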;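 also: cells exposed to compound for three days before fixation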
Htt clearance grain fraction = further read-out of Htt clearance, marked with its call; fraction fluorescence in grains; measured here: aggregate grain fluorescence fraction; active compounds read low;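 scaled fraction of total cell fluorescence in grains with unit not stated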
Active calls of the source: *; ? = inconclusive; · = not tested or not shown. Some of the compounds tested. The share of hits here may be higher or lower than overall.

SMILES	Htt clearance	Htt clearance grain fraction
CC1CN(CC(O)COc2ccc(C(C)C)cc2)CC(C)O1 (centres undefined)	-128	42
O=C(Nc1ccccc1)C1=C(O)CC(c2ccoc2)CC1=Nc1ccccc1 (centres undefined)	43	11
Cc1ccc(-n2cc3c(=O)n(C)c(=O)n(C)c3c2)cc1C	-26	47
COc1cc(OC)c(OC)cc1NC(=O)CC1COc2ccccc2O1 (centres undefined)	-34	24
O=C(CSc1nnc(C2CCCCC2)n1Cc1ccccc1)NCc1ccco1	-99	42
C=C(C)CSC1=C(C#N)C(c2ccccc2Cl)CC(=O)N1 (centres undefined)	28	25
O=C(OCc1csc(-c2ccccc2)n1)c1cccs1	-21	37
COc1ccc(-c2cn[nH]c2N)cc1	-14	43
O=C(c1cc(-c2ccco2)on1)N1CCOCC1	45	11
COc1ccc(-c2csc(NC(=O)c3cccc(S(=O)(=O)N4CCN(C)CC4)c3)n2)cc1	25	30
CC1=NOC(=O)/C1=C\c1ccc(-c2cccc(Cl)c2)o1	-36	53
CCn1c(SCC(N)=O)nc2ccccc2c1=O	-47	51
NC(=O)c1cccc2c1C(=O)N(C1CCCCC1)C2	15	28
COCCCNC(=O)Cn1cc(C(=O)c2cccs2)c2ccccc21	-58	32
O=C(NNC1=C(C(=O)C(F)(F)F)CCC1)c1cccc(O)c1	?	·

A run of entries of the results above:
SMILES	Htt clearance	Htt clearance grain fraction
COc1ccc(-c2csc(NC(=O)c3cccc(S(=O)(=O)N4CCN(C)CC4)c3)n2)cc1	25	30
CC1=NOC(=O)/C1=C\c1ccc(-c2cccc(Cl)c2)o1	-36	53
CCn1c(SCC(N)=O)nc2ccccc2c1=O	-47	51
NC(=O)c1cccc2c1C(=O)N(C1CCCCC1)C2	15	28
COCCCNC(=O)Cn1cc(C(=O)c2cccs2)c2ccccc21	-58	32
O=C(NNC1=C(C(=O)C(F)(F)F)CCC1)c1cccc(O)c1	?	·

Further records
SMILES	Htt clearance	Htt clearance grain fraction
O=C(Nc1cccc(-c2nnc(-c3ccccc3)o2)c1)C1CCCCC1	-15	22
CC(=O)c1ccc(Oc2cc(C)nc(NCc3ccccc3)n2)cc1	-77	70
CS(=O)(=O)N(Cc1nnc(-c2cccs2)o1)c1ccc(Cl)cc1F	-26	48
Cc1ccc(Sc2ccc(/C=N/O)cc2[N+](=O)[O-])cc1	1	23
COc1ccccc1NC(=O)CSc1ccc2nnc(-c3ccncc3)n2n1	42	19
COc1cc(-c2noc(-c3cccc(Cl)c3)n2)cc(OC)c1OC	-49	27
CCOC(=O)c1cnc(SCc2ccc(C)cc2)nc1N	41	10
O=C(c1ccc(F)cc1)N1CCN(c2ncccn2)CC1	8	15
CN1CCn2c1nc(N1CCCCC1)nc2=O	-17	22
COc1ccc(C2CC(C(F)(F)F)n3nc(C(=O)NCCCn4ccnc4)cc3N2)cc1OC (centres undefined)	2	38
CCC(C)C(NC(=O)OC(C)(C)C)C(=O)NC(CC(C)C)C(N)=O (centres undefined)	5	19
COc1ccc(NC(=O)/C(Cl)=C(/Cl)S(=O)(=O)Cc2ccc(C)cc2)cn1	19	17
O=C(COC(=O)c1cncc(Br)c1)NCc1ccco1	15	37
Cc1cccc(N(CC(=O)NC2CCCCC2)C(=O)c2c(C)noc2C)c1	-29	30
O=C(c1ccccc1OCc1ccccc1Br)N1CCN(c2ncccn2)CC1	32	12
COc1cccc(NC(=O)N2CCC(C(N)=O)(N3CCCCC3)CC2)c1	-6	22
OCCNC1=NCCN1	-38	51
CC(=O)Nc1cccc(OC(=O)c2ccoc2C)c1	32	14
Cc1ccc(CNC(=O)C2CC(c3cccc([N+](=O)[O-])c3)=NO2)cc1 (centres undefined)	19	31
Cc1cc(C)nc(/N=c2/ssnc2Cl)c1	-36	46
COc1ccc(N2CCN(S(=O)(=O)c3ccc(C(=O)NCc4ccco4)cc3)CC2)cc1	45	10
CCN(CC)CCCNS(=O)(=O)c1ccc(OC)cc1	-12	23
Cc1nc2cc(NC(=O)Nc3nccs3)ccc2n1C	-19	19
Cn1c(=O)c2c(nc(NC(Cc3ccccc3)C(=O)O)n2Cc2ccccc2)n(C)c1=O (centres undefined)	-30	43
CC(C)(C)C(=O)NCCCc1ccccc1	6	34
Cc1cc(NC(=O)CSc2nc3c(sc4ccccc43)c(=O)n2CCc2ccccc2)n[nH]1	-9	17
CCC1CCCCN1S(=O)(=O)c1ccc(NC(=O)c2cccs2)cc1 (centres undefined)	-88	38
CC(=O)Nc1ccc(NC(=O)c2cc(C)nn2-c2ccccc2)cc1	28	14
CCc1[nH]nc2c1C1(CCN(C(=O)OCc3ccccc3)CC1)C(C#N)=C(N)O2	-35	63
O=c1c(-c2ccc(Oc3ccccc3)cc2)[n+]([O-])c2ccccc2n1OCc1ccccn1	9	21
O=C(Nc1ccc2c(c1)C(=O)N(c1ccccc1)C2=O)C1CCCO1 (centres undefined)	-72	34
Cc1cccc(Cn2c(N3CCN(c4ccccc4)CC3)nc3c2c(=O)n(C)c(=O)n3C)c1	-9	23
CN1CCN(C(=O)NC2CCCCC2)CC1	24	14
Cc1ccccc1/C=N\NC(=O)c1csnn1	7	35
COc1cc(OC)c(C2=NOC(C(=O)O)C2)cc1Cl (centres undefined)	-12	18
COc1ccc(C)cc1NC(=O)CNC(=O)Cn1ccc2ccccc2c1=O	46	8.7
CCOc1ccc(NC(=O)CS(=O)(=O)c2cn(C)c3ccccc23)cc1	14	42
CCCCC(=O)N1CCCC(c2nc3c(nnn3Cc3cc(C)ccc3C)c(=O)[nH]2)C1 (centres undefined)	26	15
O=C(NCCCN1CCOCC1)c1cc2cc(Br)ccc2oc1=O	-29	52
COc1ccc(C2CC(=O)N3CN(c4ccccc4F)CSC3=C2C#N)cc1OC (centres undefined)	13	43
CC(=O)Nc1cccc(-c2nc3ccc(NC(C)=O)cc3[nH]2)c1	-27	43
CCOC(=O)c1nnn(-c2nonc2N)c1-c1ccc(OCC)cc1	36	24
O=C(C1CC(c2ccccc2O)=NO1)N1CCCCC1 (centres undefined)	10	29
COc1cccc(C2N(c3ccc(Cl)c(Cl)c3)C(=O)C3CCCN32)c1OC (centres undefined)	-257	113
Clc1nc(NCc2cccnc2)nc(N2CCOCC2)n1	-20	23
COc1ccc(OC)c(NC(=O)CC(Cc2ccccc2OC)C(=O)O)c1 (centres undefined)	-20	43
COC(=O)c1c(C)n(-c2ccc(OC)cc2)c2ccc(O)cc12	48	11
Clc1ccc(-n2ncc3c(NCc4ccco4)ncnc32)cc1	32	24
O=C(NC1=NCCS1)c1ccc2c(c1)C(=O)N(Cc1ccco1)C2=O	-52	29
CC(C)OC(=O)c1cccc(C(=O)Oc2ccc(Br)cc2)n1	11	39
COc1cc(S(=O)(=O)N2CCCCC2)ccc1NC(C)=O	-9	33
O=c1[nH]c2ccccc2c(=O)n1Cc1ccco1	8	33
CC(C)CNc1cc(=O)n(C)c(=O)n1C	7	20
CS(=O)(=O)Nc1ccc(S(=O)(=O)Nc2nccs2)cc1	-58	70
Cc1ccc2c(c1)C(C)(C)[C@]1(C)NC(=O)CCN21	8	33
O=C(c1ccccc1)c1ccc2nc[nH]c2c1	45	11
COc1ccc(Cl)c(NCCC(=O)O)c1	-55	29
O=C(O)c1ccc(Br)c(S(=O)(=O)N2CCCC2)c1	25	28
CC1(C)Cc2ccccc2C(N)=C1C#N	15	32
COc1ccc2nc3oc(C(=O)NC4CCN(Cc5ccccc5)CC4)cc3cc2c1	41	9.5

Next section
SMILES	Htt clearance	Htt clearance grain fraction
CCc1nnc(NC(=O)CSc2nnc(Cc3ccccc3)n2-c2ccc(OC)cc2)s1	36	12
O=C(CCCn1c(=S)[nH]c2ccccc2c1=O)N1CCOCC1	11	33
N#Cc1nc(-c2ccccc2F)oc1N1CCCC1	-75	31
COc1cc2c3c(c1)C1(C(=O)N3C(C)(C)C=C2C)C(C#N)=C(N)Oc2cc(O)ccc21 (centres undefined)	-7	21
CCc1ccccc1-n1c(SCC(=O)N2CCCC2)nnc1-c1ccccn1	?	·
c1ccc(-n2c(Sc3cnccn3)nnc2-c2cccs2)cc1	-51	59
CCOC(=O)CSc1nnc(CSc2nc3ccccc3s2)n1C	-36	50
CCOC(=O)c1c(N)n[nH]c1-c1ccc(OC)cc1	-41	23
COc1ccc(NC(=O)CSc2nc3c(c(=O)n2-c2ccc(F)cc2)SCC3)cc1	-12	35
COc1ccc(S(=O)(=O)N(C)CC(=O)Nc2ccc3c(c2)OCCO3)cc1OC	-26	25
COc1ccc(C(=O)Oc2c(CN3CCOCC3)cc(Cl)c3cccnc23)cc1	32	13
COc1ccc(-n2cnc3c(cnn3CCC#N)c2=N)cc1	-36	27
O=C1c2ccccc2NC(c2ccc(F)cc2)N1Cc1ccco1 (centres undefined)	0	22
Cc1cc(NC(=O)CSc2nnc(-c3ccncc3)n2N)ccc1Br	-35	27
O=C(Nc1ccc(N2CCN(C(=O)c3ccc(Cl)cc3)CC2)cc1)c1ccc(Br)o1	-9	22

3 entries from above, arranged by the value under Htt clearance grain fraction, high to low:
smiles | Htt clearance | Htt clearance grain fraction
CC(=O)c1ccc(Oc2cc(C)nc(NCc3ccccc3)n2)cc1 | -77 | 70
O=C(OCc1csc(-c2ccccc2)n1)c1cccs1 | -21 | 37
NC(=O)c1cccc2c1C(=O)N(C1CCCCC1)C2 | 15 | 28

New compounds follow:
SMILES	Htt clearance	Htt clearance grain fraction
Cc1c(C(=O)O)c(-c2ccccc2)nn1-c1ccccc1	14	14
CCOC(=O)c1nc(Nc2ccc(C(=O)O)cc2)c2ccccc2n1	-17	46
Cc1nn(C)c(C)c1NC(=O)c1ccc(S(=O)(=O)N(C)C)cc1	53	10
COC(=O)Cn1cc(C(=O)c2cccs2)c2ccccc21	-56	31
CCOc1ccc(NC(=O)CCNS(=O)(=O)c2ccc(Br)s2)cc1	16	18
Cn1c(=O)[nH]c(=O)c2c1nc(SCCN1CCCCC1)n2Cc1ccccc1	-6	22
COc1cccc(OC)c1C(=O)N1CCN(Cc2ccccc2C(F)(F)F)CC1	0	21
CC1Cc2ccccc2N1C(=O)Cc1cccs1 (centres undefined)	-45	27
Cc1ccc(-n2c(SCC(=O)Nc3ccc4cn[nH]c4c3)nnc2-c2ccco2)cc1	-2	21
COc1ccc2cc(C#N)c(SCC(=O)N3CCCC3)nc2c1	-60	31
CCc1ccc(NC(=O)C(=O)NCCN2CCN(C(=O)c3ccco3)CC2)cc1	-56	30
Cc1cccc(N2CCN(C(c3ccccc3)c3nnnn3CC3CCCO3)CC2)c1C (centres undefined)	-168	105
CCOc1cc(N2CCOCC2)c(OCC)cc1NC(=O)CN1C(=O)NC(Cc2ccccc2)C1=O (centres undefined)	8	32
COc1ccc(CN2CCC(C(=O)NCCc3ccc(OC)c(OC)c3)CC2)c(OC)c1	-26	29
c1cncc(-c2cccnc2)c1	-30	48

A few values from the results shown.
Htt clearance grain fraction with O=C(Nc1cccc(-c2nnc(-c3ccccc3)o2)c1)C1CCCCC1 → 22
Htt clearance grain fraction with O=C(c1ccc(F)cc1)N1CCN(c2ncccn2)CC1 → 15
Htt clearance with COc1cc(S(=O)(=O)N2CCCCC2)ccc1NC(C)=O → -9
Htt clearance grain fraction with COc1ccc(-n2cnc3c(cnn3CCC#N)c2=N)cc1 → 27
Htt clearance grain fraction with O=C1c2ccccc2NC(c2ccc(F)cc2)N1Cc1ccco1 (centres undefined) → 22
Htt clearance grain fraction with COc1ccc(S(=O)(=O)N(C)CC(=O)Nc2ccc3c(c2)OCCO3)cc1OC → 25

Following part.
SMILES	Htt clearance	Htt clearance grain fraction
O=c1[nH]c(Nc2ccccc2)cc2ccccc12	5	35
N#Cc1nc(-c2cccc3ccccc23)oc1N1CCCCC1	17	17
COc1ccc2c(c1)C(C)=CC(C)(C)N2C(=O)CSc1nnc(-c2ccc(C)cc2)o1	29	12
CCN(CC)C(=O)CN(Cc1ccccc1)S(=O)(=O)c1ccc(F)cc1	-27	45
Cc1nn(Cc2c(Cl)cccc2Cl)c(C)c1NC(=O)c1cn(-c2ccccc2)nc1-c1ccccc1	40	26
CC(C)(C)NC(=O)Cn1c(=O)oc2ccc(Cl)cc21	-26	39
CCCCOc1ccc(-c2ncc(C(=O)O)c(C)n2)cc1	5	17
c1ccc(OCCn2c(-c3ccco3)nc3ccccc32)cc1	-24	25
Cc1ccc(C(=O)NCc2ccccn2)c(Cl)c1	-30	51
O=C(NCc1ccc2c(c1)OCO2)c1ccc(C2SCC(=O)N2Cc2ccco2)cc1 (centres undefined)	32	13
COc1ccc(CCNCc2csc3nc4ccccc4n23)cc1OC	0	21
COc1ccc(OCc2nnc3n2N=C(c2ccc(Br)cc2)CS3)cc1	11	42
COc1ccccc1OCc1nnc(SCC(=O)N2CCCCC2)n1-c1ccccc1	4	37
O=C(CCn1c(=S)[nH]c2ccccc2c1=O)NCC1CCCO1 (centres undefined)	31	13
CCOC(=O)c1cc(CC)sc1NC(=O)c1ccc(N2CCOCC2)c([N+](=O)[O-])c1	-14	41
CCN(CC(=O)Nc1ccccc1OC)C(=O)Cn1cnc2ccccc2c1=O	-121	83
O=C(Cn1c(=O)n(CCC(=O)N2CCc3ccccc3C2)c(=O)c2ccccc21)NCC1CCCO1 (centres undefined)	39	24
COc1ccc(-c2ccc(-c3noc(-c4ccccc4)n3)c(OC)n2)cc1	-5	19
CCOc1cc(-n2cnnn2)c(OCC)cc1NC(=O)c1cc2ccc(N(CC)CC)cc2oc1=O	-30	24
O=C(NCCCO)C12CC3CC(CC(C3)C1)C2	-4	18
CCC(C)c1c(O)nc(SCc2ccccc2)[nH]c1=O (centres undefined)	30	14

Profiles as entered above. Screens in order: Htt clearance | Htt clearance grain fraction
COc1ccc(-c2ccc(-c3noc(-c4ccccc4)n3)c(OC)n2)cc1 reads -5 | 19
CCOc1cc(-n2cnnn2)c(OCC)cc1NC(=O)c1cc2ccc(N(CC)CC)cc2oc1=O reads -30 | 24

Compound activity as filed in PubChem BioAssay.
